Salmonella PhoP GFP: PhoP regulon inhibitors, Salmonella typhi PhoP promoter GFP reporter, confirmatory (AID 1850); Salmonella Typhi PhoP-promoter GFP reporter, fluorescence, 4 h; higher % means a stronger effect; one-dose inhibition, % at 50 µM; IC50 in µM for titrated hits; 310,000 tested, 0.33% active; in the data active = a potency from the dose series; inconclusive = inhibition mostly from about 25% at the one dose, without a potency; inactive = the rest, 99 in 100 with inhibition below about 19%;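 also: 0% = induced wells with vehicle and 100% = uninduced wells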
H1N1 NS1A inhibition: H1N1 influenza NS1A inhibitors, functional cell based assay (AID 504329); one-dose inhibition, % at 12.5 µM; IC50 in µM for titrated hits; 340,000 tested, 0.3% active; NS1A functional cell-based assay, percent inhibition; higher % means a stronger effect; in the data active = a potency from the dose series; inconclusive = inhibition above about 27% without an active follow-up result; also: strong numbers were not always called active
H37Rv inhibition: M. tuberculosis growth inhibition, HTS (AID 449762); M. tuberculosis H37Rv growth inhibition, 7H9 media; higher % means a stronger effect; one-dose inhibition, % at 25 µM; IC50 in µM for titrated hits; 330,000 tested, 0.59% active; in the data active = a potency from the dose series; inconclusive = inhibition above about 70% without an active follow-up result;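 also: bacterial growth assessed after seven days of incubation; strong numbers were not always called active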
VEEV TC-83 Vero: inhibitors of VEEV TC-83 cytopathic effect, confirmation, Vero cells (AID 588727); 350,000 tested, 0.13% active; inhibition, % at 20 µM; hits with a dose series show IC50 in µM; Vero cells, VEEV TC-83 cytopathic effect inhibition; higher % means a stronger effect; in the data active = a potency from the dose series; inconclusive = inhibition mostly from about 14% at the one dose, without a potency; inactive = the rest, 99 in 100 with inhibition below about 12%; also: strong numbers were not always called active
M. tuberculosis: growth inhibition of non-replicating M. tuberculosis (AID 488890). Mycobacterium tuberculosis non-replicating, growth inhibition; higher % means a stronger effect. 320,000 tested, 0.39% active. inhibition, % at 25 µM, or IC50 in µM where a hit was titrated; in the data active = a potency from the dose series; inconclusive = inhibition mostly from about 82% at the one dose, without a potency; inactive = the rest, 99 in 100 with inhibition below about 76%;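 also: plate controls were DMSO cells for no effect and high antibiotic wells for full effect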
VEEV TC-83 Vero 10K pilot screen: further read-out of VEEV TC-83 Vero, marked with its call; inhibition, %; measured here: 10K pilot screen inhibition
* marks the source's active call; other numbers are inactive results; i = inactive; ? = inconclusive; nt = no result given.

SMILES	Salmonella PhoP GFP	H1N1 NS1A inhibition	H37Rv inhibition	VEEV TC-83 Vero	M. tuberculosis	others
CCN(CC(=O)Nc1ccc(NC(C)=O)cc1)C(=O)c1ccc(COc2ccccc2)o1	nt	-5%	-9%	i	5%
CS(=O)(=O)c1ccc(-c2cn3cc(C(=O)O)ccc3n2)cc1	9%	-10%	8%	0.8%	0%
CC1CCN(C(=S)c2ccc([N+](=O)[O-])cc2)CC1	-10%	-2%	9%	i	-8%
Cc1ccsc1C(=O)NNC(=O)c1ccccc1F	nt	2%	-2%	0.0%	1%
CCN(CC)CCNC(C(=O)Nc1ccc([N+](=O)[O-])cc1Br)c1ccccc1 (stereo not given)	-4%	-2%	10%	8.8%	9%
COc1ccc([C@@H](NC(=O)OC(C)(C)C)C(=O)OC(C)(C)C)cc1	nt	8%	5%	i	10%
Cc1cc(C)n(C(=O)c2cccc(S(=O)(=O)N3CCCC3)c2)n1	-5%	-6%	-3%	1.3%	-5%
CC1(C)CN=C(N(C(=O)Nc2ccccc2)c2ccccc2F)S1	5%	nt	6%	3.3%	11%
O=C(CSc1nnnn1C1CCCCC1)N1CCOCC1	-4%	9%	7%	0.1%	-5%
CC(=O)N(C)c1ccc(N=Nc2c(C)[nH]n(-c3ccccc3)c2=O)cc1	-1%	1%	5%	1.1%	14%
COc1cc(C(=O)OC(C)C(=O)N2CCCC2)cc2c1OCCO2 (stereo not given)	nt	9%	-2%	i	-18%
COc1ccc(S(=O)(=O)NCC(c2ccco2)N2CCc3ccccc32)cc1 (stereo not given)	6%	-3%	4%	5.9%	8%
CC(C)C1CC(CCN)(Cc2ccccc2)CCO1 (stereo not given)	0%	nt	2%	i	1%
O=c1oc2ccccc2n1Cc1ccccc1Cl	2%	1%	-9%	3.5%	1%
Cc1ccc(Nc2nc(NCCO)nc3c2cnn3C)cc1Cl	-5%	3%	-1%	9.8%	-4%
C=CCn1c(SCC(=O)/C(C#N)=C(\C)N)nc2sc(C)c(C)c2c1=O	13%	-9%	-9%	0.4%	-3%
COc1ccc(CC(=O)O/N=C(\N)c2ccc(Br)cc2)cc1OC	-5%	2%	5%	0.9%	73%
NC(=O)C1=C[C@H](c2ccc(C(F)(F)F)cc2)C[C@H](OCc2ccc(CO)cc2)O1	-1%	9%	-5%	0.3%	20%
Cn1c(SCC(=O)c2ccc(O)cc2O)nnc1-c1ccccc1	4%	5%	10%	2.5%	-8%
N#Cc1nc(Cc2cccc3ccccc23)oc1NCCN1CCOCC1	-4%	-5%	-2%	0.7%	16%
C=CCn1c(SCc2cccc(F)c2)nc2cc(C(=O)N3CCC(C(N)=O)CC3)ccc2c1=O	-5%	12%	7%	6.3%	20%
CC(C)(C)OC(=O)NNC(=S)NC1CCCCC1	4%	-6%	21µM*	0.3%	-3%
O=C(NCNC(=O)NC1C(=O)NC(=O)N1CO)NC1C(=O)NC(=O)N1CO (stereo not given)	2%	4%	63%	i	-8%
COc1ccc(CN2CCNC(=O)C2CC(=O)N(C)CC2CCOCC2)cc1C (stereo not given)	nt	-9%	nt	1.5%	nt
O=C(O)c1ccccc1C(=O)Nc1cc(-c2ccccc2)[nH]n1	-9%	-11%	-6%	0.9%	-12%
SMILES	Salmonella PhoP GFP	H1N1 NS1A inhibition	H37Rv inhibition	VEEV TC-83 Vero	M. tuberculosis	others
CCN(CCC(=O)Nc1cc(OC)cc(OC)c1)Cc1ccccc1	-7%	-35%	7%	2.1%	9%
OC(COc1cccc2ccccc12)CN1CCOCC1 (stereo not given)	nt	-4%	nt	0.8%	nt
CCn1cc([N+](=O)[O-])c(C(=O)Nc2ccc(Cn3nc(C)cc3C)cc2)n1	-7%	3%	-2%	0.7%	7%
CN(C)C(=O)COc1ccc2c3c(c(=O)oc2c1)CCCC3	-5%	-7%	0%	0.1%	-5%
CC(C)(C)OC(=O)N1CCN(C(=O)c2nc[nH]c2C(=O)N2CCN(C(=O)OC(C)(C)C)CC2)CC1	nt	-3%	-4%	3.3%	-12%
CN(C(=O)COc1ccccc1C(=O)NCCc1ccccc1)c1ccccc1	3%	-4%	-2%	3.8%	15%
COc1ccc(/C(N)=N/OC(=O)CCCc2ccccc2)cc1	-2%	-16%	8%	i	57%
COc1ccc(CNS(=O)(=O)c2cn(C)c(=O)n(C)c2=O)cc1	-3%	12%	-10%	0.6%	-16%
O=C(Nc1ccc(Cl)c(Cl)c1)C1CC(=O)N(c2ccc(Br)cc2)C1 (stereo not given)	8%	-1%	?	i	20%
C=CCN(C(=O)CC(NC(C)=O)c1ccccc1)c1nc(-c2ccc(S(C)(=O)=O)cc2)cs1 (stereo not given)	-6%	-3%	5%	5.3%	25%
CCOc1cc(/C=N/NC(=O)C(=O)NCc2cccnc2)ccc1O	1%	0%	5%	1.7%	0%	VEEV TC-83 Vero 10K pilot screen=0.6
CCc1nc(SCC(=O)Nc2nnc(C(C)C)s2)n[nH]1	nt	-17%	nt	0.3%	nt
O=C(CSc1nnc(-c2cccc(Br)c2)o1)N1CCNC1=O	nt	-18%	-15%	7.8%	-2%
O=C(Nc1nc(-c2cccnc2)cs1)c1cccc([N+](=O)[O-])c1	-5%	-6%	4%	1.6%	34%
O=C1CC(c2ccccc2)n2nc(NC(=O)c3cccs3)nc2N1 (stereo not given)	-1%	2%	-5%	1.6%	-1%
COc1cc(C2c3[nH]c4ccccc4c3C[C@H]3C(=O)N(C4CC4)CC(=O)N23)ccc1OC(C)C (stereo not given in full)	2%	-5%	7%	i	10%
O=C(CN1CCN(S(=O)(=O)c2ccc(F)cc2)CC1)NC1CC1	-8%	-8%	-10%	2.0%	11%
Cc1cc(C)c2nc(NC(=O)[C@@H](NC(=O)c3cccc(S(=O)(=O)N4CCOCC4)c3)C(C)C)sc2c1	-15%	-3%	2%	i	17%
CCCC1=NN2C(=N)/C(=C\c3cc(C)n(-c4cccc(C)c4)c3C)C(=O)N=C2S1	-2%	20%	-3%	2.1%	-11%
O=C(c1ccccc1)N1N=C(C(F)(F)F)CC1(O)c1ccccc1 (stereo not given)	2%	10%	9%	1.0%	?
COc1ccc(Nc2nc3ccccc3n3nnnc23)cc1	-2%	7%	3%	5.2%	-2%
O=C(CSc1nnc(-c2ccco2)n1Cc1ccccc1)NC(=O)NCc1ccccc1	-17%	-4%	-7%	1.2%	8%
CCOc1ccc(C)cc1S(=O)(=O)n1nc(C)cc1C	3%	-3%	1%	i	3%
CC(C)NC(=O)c1onc(CSc2cccc(Cl)c2)c1C(=O)O	5%	-6%	?	0.9%	65%	VEEV TC-83 Vero 10K pilot screen=2.1
CN1CCc2c(sc3c2C(=O)NC(c2ccc(-c4ccc(Cl)cc4)o2)N3)C1 (stereo not given)	8%	nt	?	5.2%	?

Looked up by compound from the list above:
SMILES	Salmonella PhoP GFP	H1N1 NS1A inhibition	H37Rv inhibition	VEEV TC-83 Vero	M. tuberculosis	others
CCOc1ccc(C)cc1S(=O)(=O)n1nc(C)cc1C	3%	-3%	1%	i	3%
O=C(CN1CCN(S(=O)(=O)c2ccc(F)cc2)CC1)NC1CC1	-8%	-8%	-10%	2.0%	11%
CC(C)NC(=O)c1onc(CSc2cccc(Cl)c2)c1C(=O)O	5%	-6%	?	0.9%	65%	VEEV TC-83 Vero 10K pilot screen=2.1
COc1ccc(/C(N)=N/OC(=O)CCCc2ccccc2)cc1	-2%	-16%	8%	i	57%
CN(C(=O)COc1ccccc1C(=O)NCCc1ccccc1)c1ccccc1	3%	-4%	-2%	3.8%	15%
COc1ccc(Nc2nc3ccccc3n3nnnc23)cc1	-2%	7%	3%	5.2%	-2%

The results go on:
SMILES	Salmonella PhoP GFP	H1N1 NS1A inhibition	H37Rv inhibition	VEEV TC-83 Vero	M. tuberculosis	others
CC(C)c1ccc(OCC(O)Cn2cnc3ccccc32)cc1 (stereo not given)	1%	-10%	49%	i	48%
C/C(=N\NC(=O)c1ccccc1O)c1ccc(NC(=O)c2ccccc2)cc1	-4%	-6%	0%	10%	34%
CCOC(=O)c1c(NC(=O)COC(=O)CCCOc2ccc(OC)cc2)sc(C(=O)N(C)C)c1C	nt	6%	nt	8.0%	nt
Cc1ccc(C)c(NS(=O)(=O)c2cc(C(=O)Nc3cccc(N(C)S(C)(=O)=O)c3)ccc2C)c1	-8%	4%	5%	i	20%
C/C(=N\Nc1ccc(Cl)c(C(=O)O)c1)c1cccc2ccccc12	-7%	-4%	11%	0.3%	3%
Clc1cc2cccnc2c2ncccc12	nt	3.4µM*	?	13%	80%
CC(=O)c1ccc(NC(=O)CNCc2cccs2)cc1	-3%	3%	-4%	1.1%	-9%
COC(=O)C1=C(C)N(Cc2ccco2)C(=O)N[C@H]1c1ccccc1	-6%	nt	-8%	nt	9%
CS(=O)(=O)N1N=C(c2ccco2)CC1c1ccc(Cl)cc1Cl (stereo not given)	-9%	-4%	-11%	9.9%	8%
Cc1ccc(CNC(=O)C(=O)NCC(c2ccco2)N2CCOCC2)cc1 (stereo not given)	-17%	14%	0%	2.5%	-5%
O=C(Nc1ccc(F)cc1F)c1cccnc1Oc1cccc(C(F)(F)F)c1	-4%	2%	3%	1.0%	-11%
COc1ccc(C(=O)/C=C(\N)C(F)(F)F)c(O)c1	-8%	1%	-8%	2.0%	-1%
O=C(O)CCCNC(=O)/C(=C\c1ccc(Cl)cc1)NC(=O)c1ccc(Br)cc1	0%	4%	-7%	i	-23%
C#CCOCCOCCOCCNc1nc(N2CCN(C(=O)CCCCCCCCCCNC(=O)[C@@H](CCC(=O)O)n3cc(CCCCCN)nn3)CC2)nc(N2CCN(C(=O)CCCCCCCCCCNC(=O)[C@H](CO)n3cc(CCCSC)nn3)CC2)n1	-11%	6%	?	3.8%	11%
CCC(=O)n1nc(-c2ccccc2)nc1N	-5%	-17%	5%	0.5%	1%
CCCCC/C(=N\NC(=O)CCC(=O)NCc1ccccc1)c1ccccc1	9%	1%	3%	8.1%	1%
Cc1nc2c(C(=O)N3CCOCC3)cnn2c(C)c1Cc1cccc(Cl)c1	9%	nt	2%	nt	8%
COC1=CC(=Cc2c(N)n3nc(CC(=O)N4CCOCC4)sc3nc2=O)C=C(OC)C1=O	-3%	2%	6%	0.6%	7%
CCN1C(=O)/C(=C\c2ccc(F)cc2)N=C1SCC(=O)NCc1ccco1	-6%	16%	-5%	i	-10%
O=C(O)CCN1C(=O)c2ccc(Oc3ccc4c(c3)C(=O)N(CCC(=O)O)C4=O)cc2C1=O	-2%	1%	-5%	i	-1%
COc1cccc(NC(=O)C2CCCN2S(=O)(=O)c2ccc3c(c2)C(C)(C)C(=O)N3C)c1 (stereo not given)	-15%	-8%	-2%	2.9%	27%
Cc1cc(C)c(C#N)c(SCC(=O)Nc2nnc(-c3ccccc3)s2)n1	7%	1%	-1%	i	-10%
C=CCc1cc(Cl)ccc1OCCNCCOC	3%	-14%	3%	i	-10%
O=C(Nc1cccc(Cl)c1)c1cnc[nH]1	-7%	11%	-5%	i	0%
O=C(c1cnccn1)N(Cc1ccco1)C1(C(=O)NC2CCCC2)CCCCC1	-5%	-2%	-1%	0.8%	-5%
SMILES	Salmonella PhoP GFP	H1N1 NS1A inhibition	H37Rv inhibition	VEEV TC-83 Vero	M. tuberculosis	others
O=C(Nc1ccc(Cl)cc1)N1CCc2[nH]c3ccccc3c2C1	5%	10%	1%	7.6%	38%
Cc1ccc(Cn2ccc(=O)c(Cc3c(Cl)cccc3Cl)c2C)cc1	1%	3%	4%	2.7%	25%
Nc1nonc1OCCCCOc1nonc1N	-3%	-3%	-4%	1.4%	8%
c1ccc(CN(Cc2cccs2)C(c2cccs2)c2nnnn2C2CCCC2)cc1 (stereo not given)	-6%	4%	-8%	i	53%
CC(C)(C)OC(=O)N1CC(O)CC1C(=O)OCC(=O)c1ccccc1 (stereo not given)	-1%	1%	-2%	4.0%	-5%
Cc1ccccc1NC(=O)c1ccc(-n2cncn2)nc1	1%	-2%	1%	i	2%
COc1ccc(CNC(=S)Nc2ccc3nc(N4CCN(C)CC4)cc(C)c3c2)cc1	4%	1%	10%	i	?
O=C(NNC(=O)c1ccc[nH]1)Nc1cccc(C(F)(F)F)c1	5%	-2%	-7%	1.7%	15%
O=C(NCc1nc2ccccc2[nH]1)C1=C[C@@H](c2ccccc2)C[C@@H](OCCCCO)O1	4%	-8%	1%	0.7%	52%	VEEV TC-83 Vero 10K pilot screen=0.9
Cc1cc(C)cc(C(=O)NC(CC(N)=O)c2ccc(NCCN3CCCC3)c([N+](=O)[O-])c2)c1 (stereo not given)	9%	4%	-5%	1.4%	1%	VEEV TC-83 Vero 10K pilot screen=0.1
O=C(CCS(=O)(=O)c1ccc(Cl)cc1)NCCC1=CCCCC1	-4%	-6%	-13%	3.8%	0%
